# Abeta yeast res: restores growth of yeast expressing A-beta42 peptide. yeast expressing A-beta42, growth rescue, OD600, 48 h; response scale: 0% DMSO, 100% iron-clioquinol control. Potency, µM (doses to about 46.1 µM), for the others: at the highest dose growth rescue, usual class: activators. hit rate 0.063% among 410,000; also: nearly all actives have a fitted effect of over 55% in size
#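 Yeast A-beta toxicity model in growth medium with pinned compounds, 48 h at 30 C; growth read as absorbance at 600 nm. Normalized to FeCl3/clioquinol equimolar mix (positive) and DMSO (negative).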
# FUS suppressor: FUS proteinopathy suppression in yeast. S. cerevisiae FUS-expressing, growth rescue, OD600, 24 h. Potency, µM (top dose mostly 76.6 µM), for the others: top-dose growth rescue (activation), usual class: activators. hit rate 0.24% among 390,000;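 also: plate controls were DMSO vehicle for no effect and reference control for full effect; nearly all actives have a fitted effect of over 55% in size; some results filed as inactive show a strong effect at the top dose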
#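 Yeast expressing FUS under galactose induction, OD 0.005 in 2% galactose medium; compounds in a dilution series, 24 h at 30C. Growth rescue by absorbance at 600 nm; CP55940 positive control, DMSO negative.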
# Active calls of the source: *; ? = inconclusive; [ ] = dose if it differs, or a comment. Calls follow the shape of the dose curve; as a rule, active = well fitted activation curve with a large enough effect; inconclusive = small, poorly fitted or top-dose-only effect; inactive = no such curve, though single readings can be large or run the other way. Potency is read from the fitted curve at half-maximal effect. The list is partial; rates above refer to the full screens.
SMILES,Abeta yeast res,FUS suppressor
Cc1cc(Br)ccc1NC(=O)c1cc2c(s1)-c1ccccc1SC2,-5%,22%
COc1ccc(C2=NC3(CCCCCC3)N(CC(=O)Nc3cccc(Cl)c3)C2=O)cc1,17%,-9%
CCOc1ccccc1NC(=O)N1CCc2cc(S(=O)(=O)N3CCC(C)CC3)ccc21,-15%,0%
O=C(c1cccc(Cl)c1)N1CCC(c2nc3c(nnn3Cc3ccc(F)cc3F)c(=O)[nH]2)CC1,13%,?
CCc1ccccc1NC(=O)c1ccc(F)c(S(=O)(=O)NC2CCCCCC2)c1,-11%,1%
Cc1nn(C)c(C)c1S(=O)(=O)N(CC(=O)Nc1ccc(F)cc1F)c1ccc(C(C)C)cc1,5%,-11%
COc1ccc(NC(=O)CCc2nnc3n(C)c(=O)c4sccc4n23)cc1,-11%,-12%
CCSc1nc(-c2cccc(Cl)c2)nc2c1Cc1c(CO)cnc(C)c1O2,-12%,4%
Cc1ccc(CNC(=O)CCc2c(C)c3cc4c(C)coc4cc3oc2=O)cc1,-27%,15%
Cn1ncc(C(=O)N2CCN(c3ccc(F)cc3)CC2)c1C1CCN(C(=O)OC(C)(C)C)CC1,-1%,?
Cc1ccc(S(=O)(=O)c2cnc(SCC(=O)Nc3ccc4c(c3)OCCO4)[nH]c2=O)cc1,-13%,-7%
COc1ccc2c(CNCc3ccccc3OC)c(C(=O)O)n(Cc3ccc(F)cc3Cl)c2c1,-17%,-18%
Cc1nn(CC(=O)NCc2ccc(N(C)C)cc2)c(=O)c2c(C)n(-c3ccc(Cl)cc3)nc12,-5%,43%
CCc1c(C)c2ccc(O)c(CN3CCN(c4cc(Cl)ccc4C)CC3)c2oc1=O,-7%,-7%
O=C(COc1ccccc1Cl)OCc1cc(=O)n2nc(C3CCCCC3)sc2n1,-2%,32%
CCCCn1cc(S(=O)(=O)c2ccc(C)c(C)c2)c(=O)c2cc(F)c(N(CC)CC)cc21,-4%,-26%
Oc1c(C(c2ccc(F)cc2)N2CCCC2)sc2nc(-c3ccco3)nn12 (centres undefined),4%,15%
Cc1ccc(N2CCN(S(=O)(=O)c3ccc(Cl)c4ccccc34)CC2)c(C)c1,-1%,-12%
CC(C)NC(=O)C1CCCN(c2ncnc3c2nc2n3CCCCC2)C1 (centres undefined),-9%,3%
CCn1c(C)c(C)c2cc(C(=O)NCc3ccc(F)cc3)ccc21,-8%,?

# Pulled one by one from the list above:
SMILES,Abeta yeast res,FUS suppressor
Cc1nn(CC(=O)NCc2ccc(N(C)C)cc2)c(=O)c2c(C)n(-c3ccc(Cl)cc3)nc12,-5%,43%
CC(C)NC(=O)C1CCCN(c2ncnc3c2nc2n3CCCCC2)C1 (centres undefined),-9%,3%

# Continuation:
SMILES,Abeta yeast res,FUS suppressor
COc1ccc(Cl)cc1NC(=O)c1cc2ccccn2n1,-10%,2%
COC(=O)C1=C(C)N=C2SCCC(=O)N2C1c1ccc(OCc2ccccc2)c(OC)c1 (centres undefined),12%,40%
O=C(NCC1CCCO1)c1c[nH]c2ccc(S(=O)(=O)Nc3cccc(C(F)(F)F)c3)cc2c1=O (centres undefined),7%,12%
CC1=C(C(=O)Nc2cccnc2)C(c2ccc(Cl)cc2)n2nc(SCc3ccccc3)nc2N1 (centres undefined),-11%,-3%
CCc1ccc(C2Sc3ccccc3NC3=C2C(=O)c2ccccc23)cc1 (centres undefined),-20%,9%
Cc1ccc(S(=O)(=O)N2CCC(C(=O)Nc3ccc(C)c(Cl)c3)CC2)cc1,-34%[inhibitor],-13%
Clc1ccccc1CNCCCSc1nnnn1-c1ccccc1,16%,-16%
CCOc1ccc(Nc2c(S(=O)(=O)c3ccc(Cl)cc3)cnc3ccc(OC)cc23)cc1,6%,49%
COc1ccc(NC(=O)C2=C(C)Nc3nc(SC)nn3C2c2cc(OC)ccc2OC)cc1 (centres undefined),-8%,1%
O=C(CN1CCN(Cc2ccc(F)cc2Cl)S1(=O)=O)Nc1ccc(F)cc1,13%,0%
CCc1nn2c(=O)cc(COC(=O)c3cccc(NC(=O)c4ccccc4C)c3)nc2s1,2%,-15%
Cc1cccc(-c2nc(CS(=O)CC(=O)NCc3ccc(Cl)cc3)c(C)o2)c1 (centres undefined),-10%,6%
CCOC(=O)N1CCC(NC(=O)c2ccc3c(c2)N(Cc2cc(C)ccc2C)C(=O)c2ccccc2S3(=O)=O)CC1,2%,?
Cc1c(Cl)cccc1-c1ccc(CNCCCSc2nnnn2C)o1,9%,-13%
Cc1ccc2oc(=O)c3cc(C(=O)N4CCN(c5ccccc5F)CC4)sc3c2c1,-1%,8%
COc1ccc(NC(=O)C(Cc2ccccc2)NS(=O)(=O)c2ccc3c(c2)CCN3C(C)=O)cc1 (centres undefined),4%,-11%
Cc1nc2c(-c3ccccc3)c(C)nn2c(C)c1CCC(=O)N1CCN(c2ccccc2)CC1,9%,3%
Cn1nc(C(=O)NCc2cccc(Cl)c2)c2c1-c1ccccc1SC2,28%,15%
COc1cccc(NC(=O)Cn2c(=O)n(Cc3ccc(F)cc3)c(=O)c3sc4ccccc4c32)c1,-9%,-26%
COCCCNC(=O)CSc1nc2nc(C)c(Cc3ccccc3Cl)c(C)n2n1,-11%,39%
Cc1ccc(N(CC(=O)Nc2ccc(C)c(Cl)c2)S(=O)(=O)c2cccs2)cc1,1%,-26%
Cc1cccc(NC(=O)C(=O)NCCc2sc(-c3ccccc3)nc2C)c1C,-13%,-15%
Cc1ccc(NC(=O)CSc2nc3ccccc3n2CC(=O)N2CCC(C)CC2)cc1C,-17%,?
O=C(NCc1ccccc1)N1CCc2c(sc3c2CCCC3)C1c1ccccc1 (centres undefined),-11%,-19%
CCOC(=O)c1cc2c(=O)n3ccccc3nc2n(Cc2ccco2)c1=NC(=O)c1c(F)cccc1Cl,-15%,44%
CCc1ccc(CNCc2c(C(=O)O)n(Cc3ccc(F)cc3Cl)c3cc(OC)ccc23)cc1,-23%,31%
Cc1cc(C)c(NC(=O)Nc2sc3nc4n(c(=O)c3c2C)CCC(C)CC4)c(C)c1 (centres undefined),-14%,3%
CCOc1ccccc1CNC(=O)c1ccc2nc(N3CCC(C)CC3)sc2c1,-6%,-25%
CCOC(=O)C1CCCN(CC(=O)N2CCCc3c2c(=O)oc2ccc(OCc4ccccc4)cc32)C1 (centres undefined),-16%,18%
CC1CCc2c(sc(NC(=O)c3ccccc3)c2C(=O)Nc2ccccc2)C1 (centres undefined),9%,25%
Cc1cccc(N2C(=O)CSC23C(=O)N(CC(=O)Nc2cccc(Cl)c2)c2ccccc23)c1 (centres undefined),-12%,-8%
CCOC(=O)c1ccccc1NC(=O)Nc1cc2c(cc1N1CCCC1)n(C)c(=O)n2C,-19%,11%
CN(C(=O)Cn1c(=O)n(CCC(=O)NCc2ccc3c(c2)OCO3)c(=O)c2sccc21)c1ccccc1,-11%,18%
Cc1ccc(S(=O)(=O)c2cnc(SCC(=O)Nc3ccc4c(c3)OCCO4)[nH]c2=O)cc1Cl,-9%,30%
COc1ccc(NC(=O)CN(c2ccc(C)cc2)S(=O)(=O)c2cccc3nonc23)cc1OC,3%,-4%
Cc1ccc(OCC(=O)Nc2sc3c(c2C(N)=O)CCCC3)c(C(C)(C)C)c1,0%,-23%
CCOc1ccc(/C=C(\C#N)C(=O)Nc2sc3c(c2C(=O)OC)C(C(=O)OC)CC3)cc1OC (centres undefined),-20%,1%
CC(=O)c1ccc(N2CCN(C(=O)CCC(=O)Nc3ccc4nc(N5CCCCC5)cc(C)c4c3)CC2)cc1,-14%,4%
CC(=O)Nc1ccc(Nc2nc3ccc(C)cc3n3nnnc23)cc1,-7%,12%
CC(=O)c1ccc(NC(=O)CN(C)S(=O)(=O)c2cc3c(cc2Cl)NC(=O)CO3)cc1,-16%,-5%
COc1ccccc1-c1cc(C(F)(F)F)nc(S(=O)(=O)CCCC(=O)Nc2cc(Br)ccc2O)n1,?,-18%
COc1ccc(-c2coc3c2c(C)cc2oc(=O)c(C)c(C)c23)cc1,-7%,-18%
COc1cc(/C=C(/C#N)c2nc(-c3cc4ccccc4oc3=O)cs2)ccc1O,-7%,-10%
COc1ccccc1CNc1nc2ccc(C)cc2n2nnnc12,-17%,8%
COc1ccc2ncc3c(-c4ccccc4)nn(-c4ccc(C)c(C)c4)c3c2c1,-14%,16%
CCOC(=O)C1CCCN(c2nc3c(S(=O)(=O)c4ccc(CC)cc4)nnn3c3ccc(Cl)cc23)C1 (centres undefined),7%,-20%
Cc1ccc(NC(=O)Nc2ccc3nc(N4CCN(C)CC4)cc(C)c3c2)cc1F,-26%,-3%
Cc1ccc(C)n1-c1nnc(N2CCCC(C(=O)NCc3cccc(Br)c3)C2)s1 (centres undefined),-11%,24%
O=C(c1ccc(Br)cc1)N1CCN(CCc2ccncc2)CC1,-21%,-47%
CCOc1ccccc1NC(=O)Cn1c(=O)n(Cc2ccco2)c(=O)c2ccc(C(=O)NC3CCCC3)cc21,-8%,-7%
O=C(COc1ccc(F)cc1)Nc1ccc2nc(SCc3ccccc3)sc2c1,-7%,-2%
O=C(NC1(C(F)(F)F)C(=O)Nc2c1c(=O)[nH]c(=O)n2-c1ccccc1)c1ccccc1Cl (centres undefined),-13%,-15%
O=C(C1CCCN(S(=O)(=O)c2ccc(Br)s2)C1)N1CCN(c2ccccc2F)CC1 (centres undefined),-4%,-8%
COC(=O)C1=C(c2ccccc2)c2ccccc2S(=O)(=O)N1CC(=O)Nc1ccc(OC)cc1OC,-8%,?
O=C(COc1ccc(F)cc1)Nc1ccc2nc(SCC(=O)N3CCc4ccccc43)sc2c1,-6%,22%
O=C(c1ccc2c(c1)N(Cc1ccccc1F)C(=O)c1ccccc1S2=O)N1CCOCC1 (centres undefined),-3%,21%
Cc1ccc(CCNC(=O)c2cc3n(n2)CCCN(Cc2ccc(C)cc2)C3=O)cc1,8%,14%
Cc1ccc(CCNC(=O)c2ccc(NC(=O)N3CC(C)Sc4ccccc43)cc2)cc1 (centres undefined),15%,-7%
CSc1ncc(C(=O)Nc2ccc(C)c(Cl)c2)c(-c2ccccc2)n1,-29%,-14%
Cc1cccc(NC(=O)CSc2nnc3scc(-c4ccccc4)n23)c1,-5%,6%

# Arranged by value in FUS suppressor (descending): 5 of the compounds above
SMILES	FUS suppressor
Cc1ccc(S(=O)(=O)c2cnc(SCC(=O)Nc3ccc4c(c3)OCCO4)[nH]c2=O)cc1Cl	30%
Cc1cc(Br)ccc1NC(=O)c1cc2c(s1)-c1ccccc1SC2	22%
COc1ccc2ncc3c(-c4ccccc4)nn(-c4ccc(C)c(C)c4)c3c2c1	16%
Cn1nc(C(=O)NCc2cccc(Cl)c2)c2c1-c1ccccc1SC2	15%
O=C(c1ccc(Br)cc1)N1CCN(CCc2ccncc2)CC1	-47%

# In the list so far, these have a CF3 group:
SMILES,Abeta yeast res,FUS suppressor
O=C(NCC1CCCO1)c1c[nH]c2ccc(S(=O)(=O)Nc3cccc(C(F)(F)F)c3)cc2c1=O (centres undefined),7%,12%
COc1ccccc1-c1cc(C(F)(F)F)nc(S(=O)(=O)CCCC(=O)Nc2cc(Br)ccc2O)n1,?,-18%
O=C(NC1(C(F)(F)F)C(=O)Nc2c1c(=O)[nH]c(=O)n2-c1ccccc1)c1ccccc1Cl (centres undefined),-13%,-15%

# (continued)
SMILES,Abeta yeast res,FUS suppressor
Cc1ccccc1Nc1nc(-c2cccc(Cl)c2)c2c(n1)-c1ccccc1OC2,10%,19%
Cc1ccc2scc(N3CCN(c4ccccc4)CC3)c(=O)c2c1,15%,12%
COc1ccc(Nc2cc(C)c3cc(NC(=O)Cc4c(F)cccc4Cl)ccc3n2)cc1,-5%,3%
COc1ccccc1CNC(=O)c1ccc(Nc2nc3ccccc3n3nnnc23)cc1,11%,2%
O=C(O)c1ccc(NC(=O)c2cc(S(=O)(=O)N3CCCCC3)c(Cl)cc2Cl)cc1,-5%,15%
Cc1cc(C)cc(NC(=O)C(CC(C)C)NC(=O)C2CCCCC2)c1 (centres undefined),9%,-15%
COc1ccc(CCNC(=O)CSc2cn(CCNC(=O)c3cccc(C(F)(F)F)c3)c3ccccc23)cc1OC,-7%,?
CCn1ccc2cc(S(=O)(=O)N3CCC(C(=O)NCc4ccc(OC(C)C)cc4)CC3)ccc21,-4%,?
COc1ccccc1CNC(=O)CN1C(=O)CCCc2ccccc21,0%,-8%
CCOC(=O)c1ccc(N2C(=O)c3[nH]nc(-c4ccc(C)cc4)c3C2c2ccc(O)cc2)cc1 (centres undefined),7%,?
COc1ccc(-c2cc3nc(C)c(CCC(=O)NCc4ccccc4Cl)c(C)n3n2)c(OC)c1,-4%,-9%
CCCSCCCNC(=O)c1ccc2nc(Cc3ccccc3)oc2c1,28%,11%
Cc1ccc2nc(-c3ccc(Cl)c(NC(=O)COc4ccc(C(C)C)cc4)c3)oc2c1,-4%,-20%
CCn1c(=O)cc(SCC(=O)NCCc2cccc(C)c2)c2ccccc21,-4%,33%
COc1ccc(-c2nc3ccccc3n3c(-c4ccccc4)c4c(=O)n(C)c(=O)n(C)c4c23)cc1,1%,-2%
CC1CCN(C(=O)Cn2c(=O)n(CCCCCC(=O)NCc3ccccc3Cl)c(=O)c3sccc32)CC1,-12%,38%
COc1ccc(C(=O)Nc2ccc3nc(SCC(=O)N4CCCC4)sc3c2)cc1,-6%,19%

# Single records (already shown). Screens in order: Abeta yeast res | FUS suppressor
# `CN(C(=O)Cn1c(=O)n(CCC(=O)NCc2ccc3c(c2)OCO3)c(=O)c2sccc21)c1ccccc1` as listed: -11% | 18%
# `COc1ccc(C(=O)Nc2ccc3nc(SCC(=O)N4CCCC4)sc3c2)cc1` as listed: -6% | 19%
